RSV CPE inhibition – inhibition of RSV-induced cytopathic effect – HEp-2 cells, primary 10 µM value included (AID 2391); one-dose CPE inhibition, % at 10 µM; IC50 in µM for titrated hits; HEp-2 cells, RSV-induced CPE inhibition; higher % means a stronger effect; 310,000 tested, 0.13% active; in the data active means a potency from the dose series; further: strong numbers were not always called active
Rac1 GTP hydrolysis – MgcRacGAP GTPase-activating activity inhibitors, confirmation, biochemical, ADP Hunter fluorescence; AID 624330; MgcRacGAP-stimulated Rac1 GTP hydrolysis, ADP Hunter fluorescence; higher % means a stronger effect; GST-tagged Rac1 F28L mutant substrate; inhibition, % at 30 µM; hits with a dose series show IC50 in µM; 340,000 tested, 0.6% active;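 active means first-screen hits whose inhibition reached a set limit at any dose in the follow-up dose series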;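 further: fluorescence reports GDP produced by GAP-driven GTP hydrolysis; strong numbers were not always called active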
WT yeast gro inh – growth inhibition of WT yeast, mitochondrial fusion screen; mitochondrial fusion phenotypic screen, WT strain; inhibition, % at 10 µM; 190,000 tested, 2.1% active; in the data active means inhibition above about 58%; tested in S. cerevisiae
T cell modulator – T cell immune modulation candidate; 2C CD8+ T cell-vesicle binding, flow cytometry; hits give low values; calls only at 7 µM; 330,000 tested, 0.068% active; AID 2052;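 active means response, share of CD8 T cells binding vesicles, and their 90th percentile fluorescence all below set limits, cut at about 80% in these data, passing the limit was not always enough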
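System: murine 2C transgenic CD8+ T lymphocytes; also added: QL9-loaded Drosophila micro-vesicles; times: binding 1.5 h at 37 °C; measured by: flow cytometry, PE anti-B7-1 (FL2) versus Alexa647 anti-CD8 (FL8), PFA-fixed; control set: Peptide-free naked vesicles (low) and QL9 vesicles with 0.7% DMSO vehicle (high)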
PhoP inhibition – PhoP-dependent GFP reporter repression – Salmonella Typhimurium, primary screen (AID 1863); 300,000 tested, 0.16% active; one-dose inhibition, % at 50 µM; IC50 in µM for titrated hits; S. Typhimurium PhoP-regulated promoter GFP reporter, 4 h; higher % means a stronger effect;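 active means inhibition over 29.93%, a cutoff 3 SD above the screen mean, later confirmed by dose response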;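 further: 0% = low Mg2+ inducing control and 100% = high Mg2+ repressing control; strong numbers were not always called active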
West Nile antiviral – West Nile virus antiviral activity, cell-based, CPE readout (AID 1621); West Nile virus-infected cells, CPE inhibition; higher % means a stronger effect; CPE inhibition, % at 10 µM, or IC50 in µM where a hit was titrated; 290,000 tested, 0.02% active; in the data active means a potency from the dose series; further: strong numbers were not always called active
SV40 large T antigen – TAg ATPase/helicase activity blockers – biochemical (AID 1903) | one-dose inhibition, % at 20 µM; IC50 in µM for titrated hits | SV40 large T antigen ATPase/helicase inhibition assay; higher % means a stronger effect | 310,000 tested, 0.39% active; in the data active means a potency from the dose series; further: strong numbers were not always called active
bCat nuc transl – beta-catenin nuclear translocation modulation; HeLa beta-catenin nuclear translocation, immunofluorescence imaging; 190,000 tested, 0.3% active; nuclear translocation activity, % at 5 µM;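 active means nuclear translocation activity above 50% at 5 µM, with a well cell count of 50 or more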;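 further: per-cell ratio of nuclear to cytoplasmic median beta-catenin stain intensity; plate controls were DMSO negative control for no effect and GSK-3 inhibitor IX positive control for full effect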
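Test system: HeLa cells, endogenous beta-catenin; Compound: single 5 µM dose plus 0.02–20 µM confirmation series; Times: compound exposure 24 h at 37°C; Signal: fluorescence imaging of beta-catenin antibody stain plus DAPI; Read-out: % activation, nuclear-to-cytoplasmic median beta-catenin signal ratio per cell.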
Myeloid diff 2 – compounds promoting myeloid differentiation; ER-HoxA9 myeloid progenitors, lysozyme-GFP differentiation, flow cytometry; calls only at 10 µM; 360,000 tested, 1% active; AID 624256;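 active means normalized GFP-positive differentiation at or above the plate's own cutoff, the solvent-only control mean plus 3 SD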;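 further: cells exposed to compound for four days before flow analysis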
WT yeast gro inh mutant strain – second read-out of WT yeast gro inh, no call of its own (marks repeat the call); inhibition, %; mitochondrial fusion phenotypic screen, mutant strain inhibition
bCat nuc transl cell count 5 µM – second read-out of bCat nuc transl, no call of its own (marks repeat the call); cell count; measured here: cell count, cytotoxicity flag
T cell modulator vesicle-bound % – further read-out of T cell modulator, marked with its call; double positive events, %; measured here: CD8+ vesicle-bound cell fraction;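 binding gate set so that unloaded-vesicle control wells show 10% double positive cells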
Myeloid diff 2 GFP+ MAC1+ % – also measured in Myeloid diff 2; calls as there; GFP+ MAC1+ double positive, %; measured here: differentiation confirmed by MAC1 staining
* hit, by the source's call; i = inactive; . = not tested or not shown; + = active, no number.

Molecule,RSV CPE inhibition,Rac1 GTP hydrolysis,WT yeast gro inh,WT yeast gro inh mutant strain,T cell modulator,T cell modulator vesicle-bound %,PhoP inhibition,West Nile antiviral,SV40 large T antigen,bCat nuc transl,bCat nuc transl cell count 5 µM,Myeloid diff 2,Myeloid diff 2 GFP+ MAC1+ %
COCCCn1cc(C(=O)c2cc(Br)ccc2O)cc(C#N)c1=O,0.7%,8.0%,9.9,-1.4,i,56.6,-8.3%,-0.4%,8.4%,-0.1,1088,i,0.2
CCOC(=O)/C(=C/c1c[nH]c2ccccc12)NC(C)=O,-0.3%,6.9%,14.7,6.4,i,38.8,0.8%,0.1%,8.7%,.,.,i,2.3
CC(C)C(NC(=O)c1c(F)cccc1F)C(=O)NCC(c1ccccc1)N(C)C (stereo unspecified),-0.4%,3.8%,15.6,2.3,i,22.3,7.2%,1.1%,-10.1%,-0.6,1107,i,0.5
Cc1ccc(N/C(N)=N/c2nc(CSc3ccc(C)cc3)cc(=O)[nH]2)cc1,.,5.0%,9.1,-13.2,.,.,-0.2%,.,14.6%,3.4,1183,i,8.2
COc1ccc(NC(C)=O)c2nc(C)c(C)nc12,-0.4%,-1.7%,-5.4,-8.7,i,38.4,-1.0%,0.3%,9.4%,-2.5,832,i,0.8
CN(C)c1nc(C(N)=O)nc(N2CCOCC2)n1,0.6%,5.5%,9.2,12.5,i,44.3,-6.5%,0.5%,3.2%,.,.,i,1.0
O=C(CCC(=O)NCc1ccccc1)NCc1ccccc1,-0.4%,1.9%,.,.,i,58.6,3.5%,0.2%,5.2%,.,.,i,0.2
O=C(CN1CCN(c2ccc(F)cc2)CC1)Nc1ccccc1[N+](=O)[O-],4.2%,5.2%,0.8,-4.1,i,23.7,4.9%,-1.4%,0.6%,-1.2,1089,i,0.5
Cc1nn(Cc2ccccc2)c2c1C(c1ccco1)C(C#N)=C(N)O2 (stereo unspecified),0.3%,3.4%,-6.4,-1.5,i,28.2,-3.2%,0.2%,26.8%,2.6,1006,i,0.6
O=C1C[C@H](NC(=O)OCc2ccccc2)CO1,-0.1%,2.9%,.,.,i,33.0,.,.,.,.,.,i,0.8
CC(C)NC(=O)COC(=O)c1ccc(Cl)c(S(=O)(=O)N2CCCC2)c1,0.8%,7.3%,11.8,19.4,i,51.8,-6.9%,0.5%,11.4%,2.2,1131,i,1.6
N#Cc1ccccc1N=C1CCCN1Cc1ccccc1,0.7%,16.7%,9.1,10.5,i,27.9,0.7%,0.1%,11.1%,-0.7,854,i,0.9
COc1ccc(S(=O)(=O)CCC(=O)Nc2c(C)cccc2C)cc1,-0.4%,8.4%,.,.,i,36.3,-6.2%,-0.6%,-0.4%,.,.,i,0.2
CCN(CC)S(=O)(=O)c1ccc(NC2CCN(Cc3ccccc3)CC2)nc1,0.6%,8.3%,.,.,i,30.8,-3.1%,0.7%,8.8%,.,.,i,0.9
COc1ccc(C(=O)NC(C(=O)NCC2CCCO2)C(C)C)cc1 (stereo unspecified),3.4%,6.8%,-49.7,-19.1,i,48.1,-10.7%,0.2%,2.4%,-2.0,1114,i,0.2
CCOC(=O)c1c(C)[nH]c(C(=O)C(C)OC(=O)c2cccc(OCc3c(C)noc3C)c2)c1C (stereo unspecified),2.7%,5.7%,11.3,2.1,i,40.1,4.5%,0.1%,-3.0%,3.2,1250,i,0.5
CN(C)C(=O)OCC1COc2ccccc2O1 (stereo unspecified),5.4%,5.5%,.,.,i,24.6,1.8%,-0.1%,-0.1%,0.2,1134,i,0.6
c1ccc(-c2nnc(-c3ccccc3)c(-c3c[nH]c4ccccc34)n2)cc1,0.4%,5.9%,-3.7,5.7,i,34.3,0.7%,0.1%,13.6%,-0.6,775,i,0.7
O=[N+]([O-])c1ccc(N/N=C\c2ccccc2OCc2ccccc2)cc1,2.3%,-6.3%,-3.6,-15.8,i,42.9,3.3%,-0.2%,-5.1%,-4.0,599,+,1.6*
Cc1ccc(C2c3sc(=O)[nH]c3SC3C4CC(C5C(=O)N(C(C)C(=O)O)C(=O)C45)C23)cc1 (stereo unspecified),1.0%,-1.5%,12.3,12.1,i,44.5,9.5%,0.4%,11.0%,0.5,864,i,0.6
CCCCS(=O)(=O)Nc1ccc2ncn(C)c(=O)c2c1,0.9%,11.9%,2.2,-1.6,i,21.8,4.2%,0.0%,5.2%,.,.,i,6.9
CNC(=O)[C@H](C)[C@@H]1C[C@@]1(C)[C@@H](NC(=O)OCc1ccccc1)c1ccccc1,0.4%,1.8%,0.9,-2.2,i,40.4,3.4%,-0.9%,11.9%,.,.,i,2.2
CN(C)C(=O)c1cn(-c2ccccc2)c(=O)c2ccccc12,2.4%,4.3%,39.2,-4.2,i,41.0,6.7%,-0.3%,3.3%,-1.3,1345,i,1.1
Cc1ccc2nc(SCC3CCCCO3)[nH]c2c1 (stereo unspecified),0.2%,10.5%,.,.,i,44.3,-0.2%,0.6%,8.0%,-0.8,1395,i,0.3
Cc1ccc2nc(/C(C#N)=C\c3cc(O)ccc3[N+](=O)[O-])[nH]c2c1,1.3%,7.9%,-8.0,4.6,i,44.1,-5.0%,0.1%,3.5%,-3.4,1134,i,0.2
CCC(CO)Oc1cc(NC(=O)c2ccccc2)c2ncn(C(C)C)c2c1 (stereo unspecified),0.3%,8.5%,.,.,i,22.4,.,.,.,.,.,i,1.9
COCCCn1c(C)nnc1SCc1ccc(C(C)(C)C)cc1,-0.3%,-4.1%,-3.3,5.6,i,45.6,-5.5%,-0.7%,9.2%,0.0,1485,i,0.3
CCOC(=O)C1C(=O)NC(N2CCN(Cc3ccccc3)CC2)=NC1c1ccccc1 (stereo unspecified),0.2%,3.2%,-2.8,-3.9,i,19.3,11.5%,0.3%,-1.5%,.,.,i,7.0
Cn1ccsc1=NC(=O)c1cccc(C#N)c1,-0.5%,-3.2%,.,.,i,25.3,4.0%,0.9%,-2.7%,.,.,i,1.5
COC(=O)c1sccc1NC(=S)Nc1ccccc1,0.5%,3.7%,-15.3,-16.8,i,55.3,3.0%,0.4%,11.6%,-2.6,617,i,0.6
CC(C)N(CC#CC(O)(c1ccccc1)c1ccccc1)C(C)C,0.2%,4.8%,.,.,i,40.3,-2.3%,-1.1%,7.8%,0.2,1272,i,0.5
O=C1c2ccc([N+](=O)[O-])cc2C(=O)N1c1c[nH]c(=O)[nH]c1=O,-0.6%,.,-9.6,-0.5,i,57.3,1.3%,0.3%,6.0%,-3.3,1130,i,0.2
CS(=O)(=O)N(CCc1ccccc1)CC(=O)N1CCc2ccccc2C1,2.2%,5.9%,36.9,31.7,i,41.8,-5.0%,0.3%,12.6%,-1.5,1212,i,0.5
COc1ccc(-c2c(C)nn3c(NC4CCCC4)cc(C)nc23)cc1OC,11.1%,.,.,.,i,48.8,8.4%,0.0%,-7.0%,.,.,i,0.0
Cn1nnc(NC(=S)NC(=O)Cc2ccccc2)n1,1.2%,.,3.6,16.1,i,55.4,4.2%,0.9%,3.7%,0.3,1526,i,0.5
COc1ccc(/C=C/C(=O)NCC2COc3ccccc3O2)cc1OC (stereo unspecified),-0.4%,13.6%,-2.2,-15.6,i,42.8,.,-0.7%,.,-0.9,890,i,0.2
CCCCCn1nc(C)c2c(C)cc(=O)[nH]c21,1.1%,6.5%,1.5,-6.0,i,58.5,3.8%,0.4%,5.2%,5.6,480,i,1.0
CC(=O)N1c2ccc(S(=O)(=O)N3c4ccccc4CC3C)cc2CC1C (stereo unspecified),45.0%,14.8%,.,.,i,49.9,6.7%,-1.3%,5.8%,.,.,i,0.5
CCC(=O)NC(=S)Nc1cccc(NC(=O)c2ccccc2)c1,-0.1%,10.8%,6.5,1.2,i,52.3,0.6%,-0.5%,13.4%,-0.8,948,i,0.2
COc1ccc(CNC(=O)C(C)NCc2ccccc2Cl)cc1 (stereo unspecified),0.3%,.,.,.,i,63.3,-10.7%,-0.1%,1.5%,.,.,i,1.0
CSCCC(NC(=O)c1ccccc1Cl)C(=O)N(C)CC(=O)Nc1ccc(N2CCOCC2)cc1 (stereo unspecified),-1.6%,-0.1%,.,.,i,59.6,-5.7%,.,12.9%,.,.,i,0.3
CCC(CC)C(=O)Nc1cccc(C(=O)N2CCCC2)c1,1.0%,16.0%,26.7,-7.5,i,36.4,32.6%,-0.1%,10.4%,-0.9,901,i,5.3
Cc1ccc(Nc2nnc(SCC(=O)c3cc4ccccc4o3)s2)cc1C,-1.3%,17.8%,0.6,20.2,i,42.8,-32.5%,-0.8%,32.5%,-2.7,476,i,0.3
COC(=O)Oc1nsnc1N1CCOCC1,0.3%,21.0%,-16.0,4.9,i,65.3,-0.9%,-0.2%,11.0%,-3.8,908,i,1.3
Cc1cccc(CN2C[C@]34C=C[C@@H](C[C@@H]3S2(=O)=O)O4)c1,1.3%,11.3%,.,.,i,49.5,-6.4%,0.3%,2.4%,-1.7,1167,i,1.3
COC(=O)c1ccccc1NC(=O)c1ccc(Cn2cc(Cl)cn2)o1,2.2%,3.2%,3.5,11.0,i,52.9,6.5%,-0.6%,3.1%,4.3,1395,i,1.4
COc1ccc(CNc2nc3c(c(=O)[nH]c(=O)n3C)n2Cc2ccccc2C)cc1,1.7%,7.4%,8.0,-0.6,i,24.7,-2.2%,0.0%,11.3%,0.9,1127,i,3.2
Cc1nc(C(=O)NCc2ccccc2)sc1C1(C)CC(c2ccccc2)=NO1 (stereo unspecified),0.4%,9.6%,.,.,i,7.6,3.2%,-0.3%,-1.3%,-0.5,1363,i,0.7
CCC(Sc1nnc(C)s1)C(=O)Nc1nccs1 (stereo unspecified),1.7%,3.1%,-2.2,9.6,i,38.7,0.7%,0.7%,4.0%,-1.1,1003,i,0.6
CCCOC(=O)CCc1n[nH]c(=O)[nH]c1=O,1.5%,4.3%,.,.,i,48.0,-0.6%,0.2%,9.2%,-5.8,1053,i,0.8
CCOC(=O)c1c(NC(=O)c2ccco2)sc(C(=O)N2CCCC2)c1C,2.4%,4.5%,11.5,-0.9,i,34.8,-2.0%,0.6%,3.6%,1.0,1117,i,0.3

From PubChem BioAssay
